Source: PubChem (several laboratories)
MOR-DOR ag: agonists of OPRM1-OPRD1 heterodimerization, primary screen, cell-based, luminescence; Mu-type opioid receptor (Homo sapiens) + Delta-type opioid receptor (Homo sapiens), …; cells; activation, % at 9.3 µM; actives 0.3% (n = 340,000); AID 504326, 2011; in the data active = activation above about 18%;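 note: 0% = vehicle-treated cells and 100% = reference agonist; values of inactives mirror those of a sister screen read the other way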
Target sequence (P35372 whole entry, looked up): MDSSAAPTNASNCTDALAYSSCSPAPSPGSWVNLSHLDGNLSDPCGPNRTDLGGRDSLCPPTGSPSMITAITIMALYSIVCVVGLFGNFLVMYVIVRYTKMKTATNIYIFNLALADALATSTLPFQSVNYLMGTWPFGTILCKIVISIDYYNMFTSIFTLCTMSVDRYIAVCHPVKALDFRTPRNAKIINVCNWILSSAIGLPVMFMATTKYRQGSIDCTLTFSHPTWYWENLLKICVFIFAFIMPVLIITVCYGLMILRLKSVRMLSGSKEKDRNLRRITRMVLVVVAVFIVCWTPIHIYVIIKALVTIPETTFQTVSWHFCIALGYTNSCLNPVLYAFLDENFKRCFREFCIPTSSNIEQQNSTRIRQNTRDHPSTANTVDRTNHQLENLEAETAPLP
Target sequence (P41143 whole entry, looked up): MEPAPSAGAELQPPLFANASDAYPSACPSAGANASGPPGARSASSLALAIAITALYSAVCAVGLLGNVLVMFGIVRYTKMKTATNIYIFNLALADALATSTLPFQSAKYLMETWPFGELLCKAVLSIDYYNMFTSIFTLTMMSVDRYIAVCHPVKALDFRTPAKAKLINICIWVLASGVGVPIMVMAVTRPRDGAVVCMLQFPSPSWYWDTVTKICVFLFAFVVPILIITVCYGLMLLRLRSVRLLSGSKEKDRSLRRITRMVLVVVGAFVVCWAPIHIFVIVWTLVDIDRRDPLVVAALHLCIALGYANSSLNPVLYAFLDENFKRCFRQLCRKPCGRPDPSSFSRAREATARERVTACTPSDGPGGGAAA
PKA-R2B act: activators of PKA-R2B holoenzyme, primary screen, biochemical, fluorescence polarization, Cy5-IP20, human. cAMP-dependent protein kinase catalytic subunit beta (Homo sapiens) + cAMP-dependent …. PKA-R2B holoenzyme dissociation; R2B truncated from residue 108, S112A mutant; 0% DMSO only, 100% 113 µM cGMP. activation, % at 11.4 µM. actives 0.079% (n = 340,000). AID 504700, 2011;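 active = activation above a cutoff set at the mean over all compounds plus 3 SD, cut at about 18% in these data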;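 note: higher means more holoenzyme dissociation and a rise in polarization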
phage Ecoli inh: growth loss of phage-infected E. coli, primary screen, RecBCD inhibitor project, absorbance, with phage, HTS | inhibition, % at 11.9 µM | actives 0.26% (n = 360,000) | AID 651602, 2012; in the data active = inhibition above about 11%
Tat export inh: E. coli Tat export inhibitors, primary screen, MC4100, TorA-mCherry reporter, fluorescence, single point; actives 0.036% (n = 340,000); inhibition, % at 10 µM; AID 488895, 2010;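 active = mean replicate inhibition at least 50% and at least half of replicates individually reaching 50%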;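 note: exported cargo escapes ClpAP degradation while cytoplasmic cargo is degraded and loses fluorescence; 0% = median of neutral control wells and 100% = median of NaSCN control wells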
PfHsp90 yeast 2: growth inhibition of PfHsp90-expressing yeast, primary screen, antimalarial PfHsp90 inhibitor project, S. cerevisiae, BacTiter-Glo luminescence, single point, set 2; actives 0.32% (n = 310,000); inhibition, % at 9.4 µM; BacTiter-Glo ATP, 48 h; yeast lacking PDR1 and PDR3 efflux regulators; AID 504621, 2011;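 active = every replicate shows inhibition above about 80%, whatever the replicate mean, limit read from the data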;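 note: 0% = DMSO neutral controls and 100% = 20 µM radicicol positive controls; yeast relying on Plasmodium falciparum Hsp90 in place of its own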
PKA-R1A activ: activators of PKA-R1A holoenzyme, primary screen, biochemical, fluorescence polarization, Cy5-IP20, bovine R1A, mouse PKAc. PKA-R1A dissociation; scaled: DMSO 0%, 113 µM cGMP 100%. activation, % at 11.4 µM. actives 0.083% (n = 340,000). AID 504707, 2011;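 active = percent activation above the mean of all tested compounds plus 3 SD, cut at about 19% in these data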;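 note: higher means more PKAc released from R1A so a rise in polarization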
OPRM1-OPRD1 inv: inverse agonists of MOR-DOR heterodimerization, primary screen, cell-based, luminescence. Mu-type opioid receptor (Homo sapiens) + Delta-type opioid receptor (Homo sapiens), …. cell-based MOR-DOR heterodimer luminescence, inverse agonism. inhibition, % at 9.3 µM. actives 0.21% (n = 340,000); in the data active = inhibition above about 22%, passing the limit was not always enough;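 note: 0% = cells with DMSO and 100% = wells without cells with DMSO; values of inactives mirror those of a sister screen read the other way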
HTR5A inv ctr: HTR5A inverse agonists in luminescence cell assay, primary screen, counter-screen for OPRM1-OPRD1 heterodimer inverse agonist project, full-deck HTS. 5-hydroxytryptamine receptor 5A (Homo sapiens), P47898. HTR5A cell line, inverse agonism. inhibition, % at 9.3 µM. actives 0.083% (n = 340,000). AID 504634, 2011; in the data active = inhibition mostly above about 23%, no sharp cut-off; inactive = mostly below about 18%;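 note: 0% = cells with DMSO and 100% = no-cell wells with DMSO; some compounds called inactive have numbers as strong as hits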
Target sequence (P47898 whole entry, looked up): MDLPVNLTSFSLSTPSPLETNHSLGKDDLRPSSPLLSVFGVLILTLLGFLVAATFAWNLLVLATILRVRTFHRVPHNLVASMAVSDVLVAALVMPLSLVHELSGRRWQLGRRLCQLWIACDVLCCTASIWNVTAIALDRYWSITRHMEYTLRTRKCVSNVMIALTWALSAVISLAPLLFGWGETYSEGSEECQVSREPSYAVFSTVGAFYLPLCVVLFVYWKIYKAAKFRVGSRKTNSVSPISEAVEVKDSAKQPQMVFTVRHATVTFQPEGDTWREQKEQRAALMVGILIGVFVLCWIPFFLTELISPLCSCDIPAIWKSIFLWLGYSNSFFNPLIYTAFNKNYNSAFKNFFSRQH
AddAB inh: growth inhibition of E. coli expressing H. pylori AddAB, primary screen, AddAB inhibitor project, absorbance; inhibition, % at 11.9 µM; actives 0.29% (n = 330,000); AID 435030, 2010; in the data active = inhibition above about 12%;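 note: 0% = vehicle wells of infected cells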
SUMO Mot1 rescue: yeast Mot1-301 growth rescue at high temperature, primary screen, SUMOylation pathway inhibitor project, S. cerevisiae, ATP luminescence, 38.5C. S. cerevisiae Mot1-301 growth rescue; percent above DMSO median, 100 means doubled. growth rescue, % at 18.8 µM. actives 1% (n = 320,000). AID 2716, 2010;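 active = every valid replicate shows activation above 250% relative to neutral control wells; inactive = the rest, any valid replicate at or below 250%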;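 note: OY570 slx delta 5 strain wells were the positive control but not used for scaling; some compounds called inactive have numbers as strong as hits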
Ecoli viability: E. coli V3065 growth inhibition, primary screen, counter-screen for AddAB inhibitor project, absorbance, OD600. 18 h. inhibition, % at 11.9 µM. actives 0.27% (n = 330,000);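 active = inhibition above the campaign's mean inhibition across all tested compounds plus 3 SD, cut at about 9.9% in these data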;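 note: uninfected addAB+ strain grown without phage in ampicillin broth; 0% = DMSO wells and 100% = ciprofloxacin 0.95 µg/ml wells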
* hit, by the source's call; x = no result given.

SMILES	MOR-DOR ag	PKA-R2B act	phage Ecoli inh	Tat export inh	PfHsp90 yeast 2	PKA-R1A activ	OPRM1-OPRD1 inv	HTR5A inv ctr	AddAB inh	SUMO Mot1 rescue	Ecoli viability
COc1cc2c(cc1NC(=O)c1cccc(S(=O)(=O)N(C)C)c1)oc1ccccc12	-1.1	0	1.3	-4	1	-8	6	12	3.4	-7	-0.1
Cc1c(NC(=O)c2cc(-c3ccc(Cl)s3)nc3ccccc23)c(=O)n(-c2ccccc2)n1C	-0.8	0	-0.2	6	x	0	4	13	-0.6	4	-0.5
CC(=O)c1coc2ccc(OCC(=O)O)cc12	-1.0	-1	1.9	-6	26	-10	5	-5	-0.8	-10	0.7
O=C(c1cnccn1)N1CCN(C/C=C/c2ccccc2)CC1	-1.6	9	2.1	3	-22	4	9	-11	3.2	x	-1.1
Cc1ccc(-c2cccc([C@H]3[C@@H]4C=CC[C@@H](C)[C@@H]4C(=O)N3Cc3ccccc3)c2)cc1	-2.4	3	0.6	-1	9	3	12	-2	1.5	x	1.2
O=C(c1ccc(S(=O)(=O)N2CCOCC2)cc1)N(c1ccc(F)cc1)C1C=CS(=O)(=O)C1 (stereo not drawn)	0.0	5	0.8	2	8	9	0	14	0.9	-16	-2.9
O=C1CC(N2CCCc3ccccc32)C(=O)N1c1ccccc1 (stereo not drawn)	-1.8	-6	0.5	0	-35	0	9	16	-0.9	-13	3.2
CC(=O)N1[C@H](Cc2ccccc2)C=C[C@]1(C)C(=O)NCc1ccc(C)o1	-2.0	1	x	2	-16	-5	11	13	-1.8	-23	-1.9
NC(=O)c1ccsc1NC(=O)C1CC1	-2.1	-2	2.2	6	-12	1	11	-2	-2.8	3	-1.0
CN1CCc2c(n(CC(O)CN3CCN(CCO)CC3)c3ccccc23)C1=O (stereo not drawn)	-1.9	-4	2.4	-4	5	-19	10	-11	0.8	202	-0.3
O=C(Cc1cccs1)NC(Cc1c[nH]c2ccccc12)C(=O)O (stereo not drawn)	0.2	-2	3.7	-6	-44	-13	-2	19	2.5	-24	1.5
Cc1ccc(-c2ccc(S(=O)(=O)N3CCN(C)CC3)cc2)cc1	-1.0	-12	1.6	-5	x	2	5	9	-1.8	-10	-1.4
CC(C)[Si]1(C(C)C)OCC2OC(n3cnc4c(N)ncnc43)C(N)C2O[Si](C(C)C)(C(C)C)O1 (stereo not drawn)	x	-9	5.3	-2	-16	9	x	x	x	x	x
Cc1ccccc1C(=O)Nc1ccnn1C1CCN(C(=O)c2ccoc2)CC1	-4.0	9	0.7	10	-9	-5	21	-13	2.6	-5	-0.4
COCC(=O)N1CCC(Oc2ccc(C(=O)N(C)CCCC3CCCC3)cc2)CC1	0.7	-14	1.2	3	0	6	-3	-4	2.2	-11	0.8
CC(=O)Nc1ccc(/C=C(\C#N)S(=O)(=O)c2ccc(C)cc2)cc1	-1.9	-18	1.9	2	x	-2	10	-4	0.8	-1	0.4
O=C(Nc1cccc(Cl)c1)C1CCN(C(=O)c2cccs2)CC1	1.6	7	0.9	-4	-21	9	-13	-11	3.4	-8	-1.1
O=C(NC(=S)Nc1cc(C(F)(F)F)ccc1N1CCOCC1)c1sc2ccccc2c1Cl	-1.1	3	4.1	-7	-32	8	7	9	4.3	-2	-1.4
O=C(c1cc(=O)c2ccccc2o1)N1CCCc2ccccc21	-1.3	-2	1.3	7	11	4	8	13	0.5	-5	-1.9
COc1ccc(CCNC(=O)c2cnc3scc(C)n3c2=O)cc1OC	-2.8	12	1.4	10	-13	-3	14	-4	2.5	-1	0.1
CC(C)OC(=O)c1cccc(-c2ccc(C=O)o2)c1	-0.2	-6	1.2	-7	0	-11	1	5	-0.2	4	-1.0
CCCc1cc(C(=O)Nc2sc3c(c2C#N)CCC3)no1	-1.6	-2	3.6	6	-6	-4	9	13	-0.9	15	0.6
Cn1c(SCCOc2ccc(Cl)cc2)nnc1-c1ccncc1	-2.0	5	3.1	5	-16	-2	10	14	0.3	-17	0.1
CC(=O)C1=C(O)CC(C)(C)CC1=NCc1nc2ccccc2[nH]1	-0.1	1	1.6	13	x	-15	0	-4	0.2	2	-0.8
C=CCNCCCOc1ccc(C)cc1Br	0.2	7	5.4	-1	36	-7	-1	3	3.1	9	-1.8
The listing continues.
SMILES	MOR-DOR ag	PKA-R2B act	phage Ecoli inh	Tat export inh	PfHsp90 yeast 2	PKA-R1A activ	OPRM1-OPRD1 inv	HTR5A inv ctr	AddAB inh	SUMO Mot1 rescue	Ecoli viability
COc1ccc(NC(=O)C(=O)NCc2ccncc2)c(OC)c1	-2.4	-6	3.4	-3	1	-12	13	-24	0.9	1	2.3
O=C(CNC(=O)c1ccc(OC(F)F)cc1)NCc1ccccn1	0.4	-11	-0.7	8	-2	-11	-3	14	-0.3	10	-0.2
COc1ccc(-c2[nH]ncc2CN2CCCCCCC2)c(OC)c1	-3.9	-2	2.1	-5	x	-2	19	-8	0.3	80	0.1
O=C(Cc1ccc(NC(=O)C2CCN(C(=O)C3CCCCC3)CC2)cc1)Nc1ccc(C(=O)N2CCOCC2)cc1	-2.7	0	0.1	-2	7	0	12	-13	x	x	x
O=C(CSc1nnc(-c2ccccc2)o1)NC1CCCC1	-4.8	-10	1.9	9	x	-5	25	11	0.2	-13	-2.2
CCc1cccc(NC(=S)N(CCCN2CCOCC2)C(C)c2cc3cccc(OC)c3o2)c1 (stereo not drawn)	1.0	5	-0.1	4	15	-10	-5	-8	3.9	13	0.8
CCc1ccc(C(=O)NNc2ccc(C)c(Cl)c2)cc1	x	x	-1.2	-3	10	x	x	x	7.4	57	2.3
COCCCNc1nc2ccccc2nc1NS(=O)(=O)c1ccc(C)cc1	-0.4	6	1.2	-8	7	-2	2	-7	1.1	63	0.0
COc1ccc(CCNC(=O)c2ccccc2)cc1	-0.4	0	3.6	-5	4	-4	2	5	2.5	-5	1.4
Cc1n[nH]c(=O)c2c(NC(=O)CSc3nc4ccccc4c(=O)n3CCCOC(C)C)oc(C)c12	-1.2	7	-1.0	0	x	2	7	1	5.1	3	2.1
COc1ccc(OC(=O)c2cnn(-c3ccccc3)c2C)cc1	-1.7	-3	1.3	2	-38	-10	9	-13	2.4	7	2.5
COCC1CCCN(C(=O)c2ccc3oc(CCCc4ccccc4)nc3c2)C1 (stereo not drawn)	-2.4	5	0.6	-1	-11	-2	13	-19	0.8	17	-0.6
CCCCNC(=O)C1CCN(C(=O)C2CCN(S(=O)(=O)c3ccc(C)cc3)CC2)CC1	-0.5	-4	1.5	-8	-13	0	3	8	-0.9	11	-2.5
O=C(c1cc2ccccc2cc1O)N1CCN(c2ccccc2O)CC1	-1.8	-18	2.3	10	-8	-4	9	-9	0.2	-13	-2.2
CN(Cc1ccccc1)C(=O)c1ccc(NC(=O)Cc2ccc(NC(=O)C3CCCN(C(=O)C4CC4)C3)cc2)cc1 (stereo not drawn)	-1.7	-3	1.5	-4	5	1	8	-5	x	x	x
COc1cccc(C(=O)N2CCN(Cc3ccccn3)CC2)c1	-2.3	-13	-2.5	1	2	2	13	-7	0.5	139	-0.8
Cc1nc(-c2cccc(N)c2)cs1	-2.9	2	1.1	2	-2	-3	14	-1	1.1	-31	-0.8
COc1ccc(CCNC(=O)CN2CCC(C)CC2)cc1OC	-0.5	12	-0.9	17	x	-10	3	14	0.3	-9	0.1
O=C(NCc1cccs1)C1CCCN(C(=O)Nc2ccccc2)C1 (stereo not drawn)	-0.8	3	-0.6	0	-12	-1	6	5	-0.8	-10	2.2
Cc1cc2c(cc1C)C(c1ccccc1OC(C)C)CC(=O)N2 (stereo not drawn)	4.2	-8	-2.8	8	-11	-3	-20	-10	-0.5	-6	4.4
COc1cc(Br)c(C(C)NC(=O)c2cccc(Br)c2)cc1OC (stereo not drawn)	0.9	5	0.5	3	x	1	-5	-10	1.3	-8	-2.2
C=CCn1c(=O)/c(=C/c2ccc(Cl)cc2)s/c1=C(\C#N)c1nnc2n1CCCCC2	-3.4	-2	-0.5	4	x	-10	17	-18	x	x	x
COCCCn1c(=O)c2ccccc2n(Cc2ccccc2)c1=O	-3.7	-1	2.7	-3	-13	-2	19	-8	2.0	-5	0.1
CCNc1nc(NC#N)nc(SCC(=O)OCC)n1	-1.8	-4	2.4	1	35	2	10	8	-1.4	-24	-0.7
COc1ccc(C2C(C(=O)NCCN3CCOCC3)c3ccccc3C(=O)N2C)cc1OC (stereo not drawn)	-1.5	-3	0.1	-5	-25	-3	10	-21	1.8	282	0.0
The list goes on:
SMILES	MOR-DOR ag	PKA-R2B act	phage Ecoli inh	Tat export inh	PfHsp90 yeast 2	PKA-R1A activ	OPRM1-OPRD1 inv	HTR5A inv ctr	AddAB inh	SUMO Mot1 rescue	Ecoli viability
COc1ccc(NC(=O)C2CCCN(S(=O)(=O)c3ccc4c(c3)CC(C)N4C(C)=O)C2)cc1 (stereo not drawn)	-3.6	-7	1.4	5	-29	6	18	1	3.4	-11	-1.4
Cc1ccccc1C(=O)Nc1nnc(S(=O)(=O)N2CCCCCC2)s1	0.8	1	3.6	-4	5	3	-4	-21	-1.7	-11	-0.7
C=CCNc1sc(C(=O)c2ccc(Br)s2)c(N)c1C#N	0.8	-7	-1.2	0	0	9	-4	16	4.2	-17	-1.1
Cc1ccc(C2NC(c3ccc(C)cc3)C(C)C(=NO)C2C)cc1 (stereo not drawn)	11	-2	0.4	-6	x	-15	-63	9	3.6	30	-1.6
O=C(CCC(=O)N1CCOc2ccccc21)NCc1cccnc1	-1.1	-4	3.6	-9	8	4	6	-45	2.2	11	-1.1
COc1ccc(N2Cc3ccccc3C2=NC(=O)c2cccc([N+](=O)[O-])c2)cc1	-2.4	-3	0.9	-2	1	1	13	3	5.3	-14	2.1
CC(Sc1ccccn1)C(=O)Nc1ccccc1 (stereo not drawn)	-1.7	10	2.0	3	26	-2	10	-18	-0.3	-11	0.0
CCC1=NN(S(=O)(=O)c2ccc(C)cc2)C(O)(C(F)(F)F)C1 (stereo not drawn)	0.1	10	4.2	1	15	1	-1	39	3.6	-10	-1.3
O=C(/C=C/c1ccccc1Cl)NCCc1ccc(F)cc1	-2.9	-12	2.8	7	3	2	15	31	4.0	2	2.8
Cc1cc2oc(C(=O)N3CCN(CCc4ccccn4)CC3)c(C)c2cc1C	-3.8	0	2.4	3	-8	-16	19	-10	0.4	-18	1.5
O=C(COC(=O)/C=C/c1ccc2c(c1)OCO2)NC1CC1	0.7	7	3.9	-3	8	8	-5	8	-2.2	-5	-1.5
COc1ccc(N(CC(=O)Nc2ccccc2C(=O)O)S(=O)(=O)c2ccc(C)c([N+](=O)[O-])c2)cc1	-0.6	-13	2.3	19	4	-7	3	0	0.8	205	-1.8

Compounds as they come; about 2.2% have a hit in one of these screens.
